# LEDGF integ inh = blockers of LEDGF/p75-dependent integrase strand transfer – biochemical, TR-FRET, high throughput, primary screen; HIV-1 integrase (with human LEDGF/p75); TR-FRET IN-LEDGF/p75 DNA integration, Eu/Cy5; inhibition, % at 3.7 µM; 0.64% of 370,000 active; AID 743269, 2014;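 active = inhibition above the screen-wide mean plus 3 SD, cut at about 13% in these data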;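 note: signal is the Cy5 over europium emission ratio at 671 and 618 nm; 0% = plate median of compound wells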
# TCR-CD3 inh = inhibitors of human TCR-CD3 interaction, primary screen, biochemical, fluorescence, TAMRA-labeled TCR probe | T-cell receptor (TCR) | inhibition, % at 9.4 µM | 0.37% of 360,000 active; in the data active = inhibition above about 19%;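 note: recombinant mutant TCR 2C K166C tagged with TAMRA read by polarization; 0% = receptor in buffer alone and 100% = receptor with positive control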
# UHRF1 MBD2 ctr = UHRF1 methylated DNA binding inhibitors, primary screen, counter-screen for MBD2 inhibitor project, biochemical, TR-FRET, human UHRF1, single concentration; inhibition, % at 4.4 µM; 0.75% of 370,000 active; E3 ubiquitin-protein ligase UHRF1 (Homo sapiens), Q96T88; UHRF1 binding to methylated oligo; in the data active = inhibition above about 21%;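 note: UHRF1 SRA domain binding a hemimethylated CpG hairpin DNA probe; 0% = median of test compound wells and 100% = reference inhibitor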
# rCAG binder = binders of r(CAG) RNA repeats, primary screen, biochemical, fluorescence. 1.3% of 370,000 active. AID 651821, 2012. r(CAG) RNA repeat, TO-PRO-1 dye displacement fluorescence. inhibition, % at 3 µM;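 active = inhibition above the plate cutoff, the mean of all test compounds on that plate plus 3 SD, cut at about 35% in these data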;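 note: 0% = DMSO alone and 100% = 100 µM mitoxantrone as full dye displacement; higher means more dye released from RNA so lower well fluorescence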
# MBD2 inh = inhibitors of MBD2 binding to methylated DNA, primary screen, biochemical, TR-FRET, DNA-binding domain, human; Methyl-CpG-binding domain protein 2 (Homo sapiens), Q9UBB5; MBD2 binding to methylated oligonucleotide; inhibition, % at 4.4 µM; 0.31% of 370,000 active; AID 686964, 2013; in the data active = inhibition above about 13%
# Rev-erbA mod = modulators of Rev-erb alpha DNA binding, primary screen, biochemical, FITC-DNA, fluorescence polarization, uHTS | Nuclear receptor subfamily 1 group D member 1 (Homo sapiens), P20393 | 0.79% of 370,000 active | Rev-erbα–FITC-DNA binding, 90 min | AID 1259318, 2017 | activity, % at 10 µM;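 active = activity above about 14%, limit read from the data; passing the limit was not always enough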;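 note: 0% = DMSO wells with 35 nM protein and 100% = DMSO wells with 750 nM protein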
# Target sequence (P20393 whole entry, looked up): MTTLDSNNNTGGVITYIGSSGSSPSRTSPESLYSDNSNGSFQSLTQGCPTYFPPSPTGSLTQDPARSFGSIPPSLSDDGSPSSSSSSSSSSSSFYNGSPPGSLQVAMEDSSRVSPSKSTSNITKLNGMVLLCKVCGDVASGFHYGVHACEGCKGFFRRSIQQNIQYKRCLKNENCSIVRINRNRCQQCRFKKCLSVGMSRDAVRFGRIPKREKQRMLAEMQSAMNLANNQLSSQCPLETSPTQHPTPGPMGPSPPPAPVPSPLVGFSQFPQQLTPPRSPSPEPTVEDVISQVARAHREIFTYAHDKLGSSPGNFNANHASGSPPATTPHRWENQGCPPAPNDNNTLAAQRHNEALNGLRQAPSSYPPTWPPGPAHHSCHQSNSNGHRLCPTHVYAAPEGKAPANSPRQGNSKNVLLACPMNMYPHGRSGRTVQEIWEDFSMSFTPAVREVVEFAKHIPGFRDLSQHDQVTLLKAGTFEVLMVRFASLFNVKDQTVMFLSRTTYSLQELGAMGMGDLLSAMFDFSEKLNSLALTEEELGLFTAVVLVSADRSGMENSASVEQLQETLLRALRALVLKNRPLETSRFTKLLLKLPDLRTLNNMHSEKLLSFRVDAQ
# PG9 binder = binders of HIV-1 gp120 antibody PG9, primary screen, biochemical, TR-FRET | HIV-1 gp120 / PG9 antibody interaction | TR-FRET gp120-PG9 antibody binding | inhibition, % at 6.7 µM | 0.43% of 360,000 active | AID 624416, 2012; in the data active = inhibition above about 8.5%
# PRMT1 FP inh = PRMT1 methyltransferase inhibitors, primary screen, biochemical, fluorescence polarization; 1.3% of 370,000 active; recombinant PRMT1, activity-based probe fluorescence polarization; inhibition, % at 2.79 µM;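 active = inhibition above about 21% made by adding two undisclosed values, limit read from the data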
# ABHD4 inh = ABHD4 inhibitors, primary screen, biochemical, fluorescence polarization, mouse | purified mABHD4, FP-Rh probe fluorescence polarization | inhibition, % at 8.92 µM | AID 720543, 2013 | 0.54% of 370,000 active | (Lyso)-N-acylphosphatidylethanolamine lipase (Mus musculus), Q8VD66;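 active = inhibition exceeding the mean over every tested compound plus 3 SD, cut at about 30% in these data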;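 note: 0% = plate median of compound wells and 100% = S159A mutant with DMSO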
# Target sequence (Q8VD66 whole entry, looked up): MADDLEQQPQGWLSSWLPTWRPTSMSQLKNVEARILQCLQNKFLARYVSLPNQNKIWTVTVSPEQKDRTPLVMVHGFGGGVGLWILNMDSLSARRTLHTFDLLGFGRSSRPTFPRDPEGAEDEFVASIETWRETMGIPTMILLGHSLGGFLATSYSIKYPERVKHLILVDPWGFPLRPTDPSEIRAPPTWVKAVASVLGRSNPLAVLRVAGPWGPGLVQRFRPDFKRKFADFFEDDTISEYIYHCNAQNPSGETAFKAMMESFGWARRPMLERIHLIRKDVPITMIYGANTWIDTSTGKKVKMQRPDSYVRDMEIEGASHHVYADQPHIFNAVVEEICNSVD
#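 Test system: mABHD4 protein | Buffer or medium: HEPES pH 7.0 buffer, 150 mM NaCl, 0.01% Pluronic F-127 | Probe or stimulus: FP-Rh fluorescent activity-based probe, added after compound pre-incubation | Timing: Pre-incubation 45 min, probe exposure 60 min, at 25 °C | Technique: Fluorescence polarization, excitation 525 nm, emission 598 nm, BODIPY TMR filters | Repeats: Single well per compound (singlicate)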
# HTRA1 inh = HTRA1 serine protease inhibitors, primary screen, biochemical, fluorescence polarization, HTS | Q92743 | recombinant HTRA1, FP-rhodamine activity-based probe | inhibition, % at 5.96 µM | 0.5% of 340,000 active | AID 504803, 2011; in the data active = inhibition above about 36%;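 note: 0% = enzyme with DMSO and 100% = wells lacking enzyme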
# * marks the source's active call; other numbers are inactive results; x = no result given. A portion of the library; rates above refer to the full screens.
SMILES,LEDGF integ inh,TCR-CD3 inh,UHRF1 MBD2 ctr,rCAG binder,MBD2 inh,Rev-erbA mod,PG9 binder,PRMT1 FP inh,ABHD4 inh,HTRA1 inh
Cc1noc(C)c1C(=O)OCC(=O)N1CCN(S(=O)(=O)c2ccc3ccccc3c2)CC1,-8,2,3,-2,1,-4,1.3,6,2,-2
NS(=O)(=O)c1cccc(NC(=O)Cn2cnc3ccccc3c2=O)c1,1,-1,5,5,-1,-1,-1.8,-2,3,4
CC(=O)OC(CC(=O)O)C[N+](C)(C)C (stereo unspecified),-1,-10,-1,1,0,-3,-0.9,-1,3,3
Cn1nnc(NC(=S)NC(=O)c2cccc3c(Br)cccc23)n1,-2,6,-4,6,2,5,5.5,-4,-2,5
O=C(O)c1cc2c(s1)-c1ccccc1OC2,-4,4,-2,2,-2,-3,-2.2,2,-13,-3
Cc1nn(C)c(C(=O)N/N=C/c2ccc(C(F)(F)F)cc2)c1[N+](=O)[O-],-1,-3,3,3,2,7,-0.5,1,-5,-4
C[C@H](CO)N1C[C@H](C)[C@@H](CN(C)Cc2ccc3c(c2)OCO3)Oc2c(NS(C)(=O)=O)cccc2C1=O,-7,-9,-1,1,4,-6,-1.1,6,4,3
CCOc1ccc(-n2c(SC/C=C/c3ccccc3)nnc2-c2cccs2)cc1,-1,x,-3,6,-4,0,x,-4,-17,x
COc1ccc(-c2nc(-c3ccccc3)nc(N3CCN(C)CC3)c2C#N)cc1,2,7,-4,2,2,9,-0.3,-1,8,-2
Cc1ccc(OCc2nnc(SCC(=O)O)n2-c2ccccc2)cc1,2,1,1,6,-1,0,-2.0,-3,-1,3
Cc1ccc(C2(C)NC(=O)N(CC(=O)N(Cc3ccccc3)C(C)(C)C)C2=O)cc1 (stereo unspecified),1,-4,-1,-7,0,0,-1.5,-1,-1,7
COc1ccccc1C(CNC(=O)C(C)(C)Oc1ccc(Cl)cc1)N1CCCC1 (stereo unspecified),5,-1,0,-10,0,-5,-1.7,-7,2,-2
C[C@@H]1CC2[C@@H]3CC[C@H]4CC(=O)CC[C@]4(C)C3=CC[C@]2(C)[C@@]1(O)C(=O)CO (stereo partly specified),10,5,0,2,-1,-1,-2.2,-8,-14,-8
COC(=O)C1=C(C)N(Cc2ccc(Cl)cc2)C(=S)NC1c1ccc(Cl)cc1 (stereo unspecified),-1,-1,0,5,-4,-1,0.9,-3,-18,x
CCOC(=O)CNC(=O)CSc1nnc(Cn2cnc3ccccc32)n1C,-1,7,-1,-2,-6,3,-2.3,1,1,3
O=C(CSc1nnc(COc2ccccc2)o1)N1CCOCC1,-5,8,3,3,5,-1,0.5,3,8,13
Cc1ccc(C)c(CSc2ncccc2C(=O)O)c1,1,8,-4,4,-2,-4,0.4,0,5,7
CCOc1ccc(NC(=O)c2cccs2)c([N+](=O)[O-])c1,0,-4,0,-1,2,-4,-0.7,0,-1,-4
O=C(CN1C(=O)C(=O)N(C2CCCC2)C1=O)NCCc1ccc(Cl)cc1Cl,5,3,-2,3,0,-4,-1.5,-3,2,8
COc1cc([N+](=O)[O-])ccc1-c1ccc(/C=N\n2cnnc2)o1,-1,4,-3,4,0,-1,0.2,1,7,-1
Cc1nc(OCc2ccccc2)c2ccccc2n1,-3,2,-2,-3,0,-4,-3.4,-3,-3,0
C#CCNC(=O)C1=C[C@H](c2ccc3c(c2)OCO3)[C@@H](CCCO)[C@H](OCC)O1,0,-4,7,3,12,2,0.0,1,-11,-3
C/C(=C\c1ccco1)C1C(C#N)=C(N)Oc2n[nH]c(-c3ccccc3)c21 (stereo unspecified),7,-1,-10,15,-13,-1,0.4,9,5,0
Cc1ccc(N(CC(=O)Nc2c(C)cccc2C)S(C)(=O)=O)cc1,-3,-4,2,-6,3,-1,0.3,5,4,3
COc1ccc(N2CCN(c3oc(COc4ccccc4)nc3C#N)CC2)cc1,-1,-1,-3,-3,-3,0,-2.3,-2,-6,-5
OC(c1cccc(F)c1)c1ncc(-c2ccc3ccccc3c2)[nH]1 (stereo unspecified),-2,8,-1,4,-1,1,0.8,2,-6,x
Cc1c(C)n(CC(O)CN2C(=O)c3ccccc3S2(=O)=O)c2ccccc12 (stereo unspecified),-3,-2,1,2,2,3,-2.2,-1,-11,-6
CCC(=O)C1CCCN(C(=O)c2ccc(OC3CCN(C(=O)CCOC)CC3)cc2)C1 (stereo unspecified),-2,-6,2,-11,-3,-2,1.8,4,0,11
C/C(=N\Nc1ccc(C(F)(F)F)cn1)c1ccc(S(=O)(=O)NCc2ccco2)cc1,-1,2,1,3,2,1,-1.8,-3,-11,0
COC(=O)CN1C(=S)N(Cc2ccccc2)C(=O)C1CC(=O)Nc1ccc(Br)cc1 (stereo unspecified),-4,-8,1,11,1,11,1.1,3,-118,-58

# Complete entries, looked up by structure.
# `C/C(=C\c1ccco1)C1C(C#N)=C(N)Oc2n[nH]c(-c3ccccc3)c21` (stereo unspecified) across the screens: LEDGF integ inh = 7; TCR-CD3 inh = -1; UHRF1 MBD2 ctr = -10; rCAG binder = 15; MBD2 inh = -13; Rev-erbA mod = -1; PG9 binder = 0.4; PRMT1 FP inh = 9; ABHD4 inh = 5; HTRA1 inh = 0
# `Cn1nnc(NC(=S)NC(=O)c2cccc3c(Br)cccc23)n1` across the screens: LEDGF integ inh = -2; TCR-CD3 inh = 6; UHRF1 MBD2 ctr = -4; rCAG binder = 6; MBD2 inh = 2; Rev-erbA mod = 5; PG9 binder = 5.5; PRMT1 FP inh = -4; ABHD4 inh = -2; HTRA1 inh = 5

# (further entries)
SMILES,LEDGF integ inh,TCR-CD3 inh,UHRF1 MBD2 ctr,rCAG binder,MBD2 inh,Rev-erbA mod,PG9 binder,PRMT1 FP inh,ABHD4 inh,HTRA1 inh
Cc1ccc(OCc2nc(C#N)c(N3CCCCC3)o2)cc1,-3,-4,2,-4,9,1,0.0,6,3,-7
CC(C)OCC(O)CN1CCN(CC(O)COc2ccc3c(c2)OCO3)CC1 (stereo unspecified),-2,0,0,-6,0,-5,0.2,-5,1,-1
COc1ccccc1N1CCN(S(=O)(=O)CCNC(=O)COc2ccccc2)CC1,-3,4,2,1,-2,6,-0.5,1,1,-3
Cc1ccn2c(CNCCCn3cccn3)c(C(=O)N3CCCCCC3)nc2c1,1,4,2,-6,0,-5,-0.7,-3,4,-1
CCc1ccc(-c2cc3c(=O)n(CC(=O)NCCCN4CCN(Cc5ccccc5)CC4)nc(C)n3n2)cc1,-3,-2,2,-2,-1,3,-0.5,2,0,-2
O=C(CN(Cc1cccs1)C(=O)CSc1nnc(COc2ccccc2)o1)NC1CCCC1,2,6,1,-2,-5,1,-3.5,-1,-5,-7
COc1ccc(S(=O)(=O)c2nnn(-c3ccccc3Cl)c2N)cc1,0,0,3,0,-2,-4,-2.3,-2,1,-11
CN1/C(=C\C(=O)COC(=O)c2ccccc2O)C(C)(C)c2ccccc21,-1,3,-1,-2,2,-4,0.2,-1,-15,-26
O=[N+]([O-])CC(c1ccccc1)c1c[nH]c2ccccc12 (stereo unspecified),1,-4,-1,0,-5,1,1.8,3,-9,x
CC(C)=CC(=O)NCCc1ccccc1,1,-2,2,-1,0,1,-0.4,-1,8,2
COc1cc(NS(=O)(=O)c2ccc(NC(=O)/C=C/C(=O)O)cc2)nc(OC)n1,-4,7,1,6,0,9,-0.1,5,2,13
CN(C(=O)c1cc2n(n1)C(C(F)(F)F)CC(c1ccco1)N2)c1ccccc1 (stereo unspecified),0,0,-5,0,1,1,-0.1,0,0,-5
NC(=O)c1c(N)sc2c1CCCCC2,-2,9,-5,18,0,1,1.5,15,18,7
COc1ccccc1C(=O)NCCCNC(=O)c1cnccn1,2,-7,0,-3,-3,-4,-0.6,2,-1,5
O=C(Cc1ccc(Br)cc1)Nc1ccc2[nH]ncc2c1,2,-1,0,-1,1,5,0.8,1,-5,-2
CCCNS(=O)(=O)c1ccc(N2CCCC2=O)c([N+](=O)[O-])c1,0,-4,3,-1,-3,6,0.2,1,12,-1
Cc1ccc(-n2ncc3c(SCC(N)=O)ncnc32)cc1C,0,3,-4,3,-2,-1,7.6,1,-1,-6
Cn1ccc2c(-c3ccc4[nH]ccc4c3)cc3c(c21)C1CCC3O1 (stereo unspecified),-4,-6,0,10,0,1,-1.0,2,10,x
O=C(Cc1ccccn1)c1ccc(O)cc1O,-9,0,2,-1,3,3,-0.4,1,-2,-5
CCN1CCN(C(c2cccs2)C(C)NS(=O)(=O)c2ccc(C)cc2)CC1 (stereo unspecified),1,14,-2,-9,0,-1,-0.8,-4,7,5
CCOC(=O)c1cc(/C(C)=N/OC(=O)c2ccc(C(C)(C)C)cc2)on1,6,-2,1,3,1,-1,-2.4,-4,1,1
O=C(NCCN=C1NS(=O)(=O)c2ccccc21)c1ccc2nccnc2c1,-2,7,-4,5,1,-3,-3.2,0,10,1
O=C(CNc1cc(S(=O)(=O)N2CCOCC2)ccc1N1CCCC1)Nc1ccc(Cl)cc1,-1,-12,-1,9,7,-6,-0.5,3,-2,-8
Cn1c(=O)[nH]c(=O)c2c1nc(CN1CCN(c3cccc(Cl)c3)CC1)n2Cc1ccccc1Cl,-2,7,0,5,-4,6,-0.6,1,0,-2
NCCCCNCCCN,-1,11,2,1,5,12,-0.4,-2,6,4
N/C(=N\OC(=O)CCC(=O)O)c1ncc(C(F)(F)F)cc1Cl,-4,-4,3,-5,7,-2,-3.1,5,-5,2
O=C(OC1CCCCC1=O)c1cc(=O)c2ccccc2o1 (stereo unspecified),2,3,3,6,5,-1,2.2,2,-5,-1
COc1ccccc1NC(=O)CN1CCCCC1,-6,3,1,-1,-2,0,-0.7,1,10,-1
NC(=S)N/N=C/c1cc([N+](=O)[O-])ccc1OCCOc1ccccc1,6,5,0,7,-3,0,-3.7,3,0,-3
COc1cc2c(cc1OC)[C@H](C)N(C(=O)NCc1ccccc1)CC2,-5,2,0,1,2,0,-0.5,-3,-2,0

SMILES,LEDGF integ inh,TCR-CD3 inh,UHRF1 MBD2 ctr,rCAG binder,MBD2 inh,Rev-erbA mod,PG9 binder,PRMT1 FP inh,ABHD4 inh,HTRA1 inh
Oc1c(C(c2ccccn2)N2CCC(Cc3ccccc3)CC2)cc(Cl)c2cccnc12 (stereo unspecified),2,3,-8,1,-7,7,-1.3,-6,14,x
CC(C)CC1C(=O)N(Cc2cn(Cc3ccco3)nn2)CCS(=O)(=O)N1Cc1ccc(-c2ccc(F)cc2)cc1 (stereo unspecified),2,-1,0,13,1,-9,-1.2,6,-20,-55
CCCc1cc(=O)oc2c(C)c(OCC(=O)NCCN3CCOCC3)ccc12,-5,2,6,-2,0,-7,0.7,5,1,5
CC(C)N1CCCC(C)(C(=O)Nc2cccc(Oc3ccccc3)c2)C1 (stereo unspecified),0,-5,4,0,0,5,1.4,4,-7,x
O=C(CN1C(=O)C2CCCCC2C1=O)Nc1nccs1 (stereo unspecified),-7,-3,7,-1,4,-9,-0.1,2,-1,0
